# VIM-2 inh = inhibitors of Pseudomonas aeruginosa VIM-2 metallo-beta-lactamase; purified VIM-2, nitrocefin hydrolysis, epi-absorbance fluorescence; hit rate 0.89% among 290,000; inhibition, % at 5.6 µM;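 active = inhibition above the mean of all tested compounds plus 3 SD, cutoff set per screening run, cut at about 7.5% in these data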;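 also: red hydrolysis product quenches plate fluorescence so inhibitors raise well fluorescence; 0% = enzyme with DMSO and 100% = DMSO without enzyme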
# IDE act = activators of human insulin-degrading enzyme in cells. P14735. HEK cells, FAbeta-B cleavage, fluorescence polarization; 0% vehicle, 100% cell-free pure enzyme wells. activation, % at 5.96 µM. hit rate 0.073% among 340,000. AID 493087;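 active = activation above the mean of all tested compounds plus 3 SD, set per screening campaign, cut at about 17% in these data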
# IMP-1 inh = blocks Pseudomonas aeruginosa IMP-1 metallo-beta-lactamase; hit rate 0.45% among 290,000; purified IMP-1, nitrocefin hydrolysis, epi-absorbance fluorescence; inhibition, % at 5.6 µM;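 active = inhibition above the mean plus 3 SD of all compounds in the same screening run, cut at about 4.5% in these data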;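 also: 0% = IMP-1 with DMSO and 100% = DMSO wells lacking enzyme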
#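 Assay system: purified recombinant IMP-1 beta-lactamase. Input: IMP-1 0.2 nM before substrate addition. Buffer or medium: Zinc- and detergent-supplemented HEPES buffer, pH 7.1. Schedule: 25 °C, 15 min preincubation, 25 min reaction. Signal: Epi-absorbance fluorescence, 480 nm excitation, 530 nm emission. Evaluation: percent inhibition from optical density relative to buffer-blank wells.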
# IDE inh = inhibitors of human insulin-degrading enzyme in cells | P14735 | HEK cells, FAbetaB cleavage, fluorescence polarization | inhibition, % at 5.59 µM | hit rate 0.41% among 320,000 | AID 434962;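 active = percent inhibition above the average of all tested compounds plus 3 SD, set per screening campaign, cut at about 16% in these data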;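 also: IDE supplied by intact live HEK cells; FP after avidin binding of uncleaved biotin substrate so inhibition keeps polarization high; 0% = DMSO wells and 100% = 60 µM reference IDE inhibitor Ii1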
# FID counter = fluorescent intercalator displacement, NS3 helicase counter-screen. DNA fluorescent intercalator displacement, fluorescence. inhibition, % at 7.9 µM. hit rate 0.17% among 290,000. AID 1845; in the data active = inhibition above about 37%;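 also: 0% = vehicle and 100% = reference compound; higher means more ethidium bromide displaced from hairpin DNA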
# UBC9 SUMO inh = SUMOylation inhibition | HTRF SUMOylation assay, SAE1/SAE2 + UBC9, in vitro | AID 2006 | P63279 | inhibition, % at 35 µM | hit rate 0.36% among 290,000; in the data active = inhibition above about 50%, passing the limit was not always enough; also: strong numbers were not always called active
# Target sequence (P63279 whole entry, looked up): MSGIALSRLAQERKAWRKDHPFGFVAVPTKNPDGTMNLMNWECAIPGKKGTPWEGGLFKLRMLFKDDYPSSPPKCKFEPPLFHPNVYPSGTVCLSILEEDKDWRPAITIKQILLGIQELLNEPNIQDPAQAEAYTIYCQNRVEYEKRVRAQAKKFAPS
# p-CIP stab down = lowers stability of the mouse p/CIP coactivator protein | Q05BA5 | F442A p/CIP-EGFP cells, EGFP fluorescence, 16 h | decrease of EGFP signal, % at 10 µM | hit rate 0.01% among 290,000 | AID 1984;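 active = EGFP signal decrease of at least 30% at 10 µM or well 3 SD below plate mean, unless failing retest; inactive = the rest, including hits failing retest or dose response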; also: some compounds called inactive have numbers as strong as hits; many of its hits are not listed in these tables
# PfM18AAP inh = PfM18AAP enzyme inhibition; recombinant PfM18AAP, H-Glu-NHMec fluorogenic cleavage; inhibition, % at 7.35 µM; hit rate 1.2% among 290,000; AID 1822;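 active = inhibition above the campaign mean inhibition over all tested compounds plus 3 SD, cut at about 28% in these data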;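 also: 0% = plate median of test compound wells and 100% = 2 mM ZnCl2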
# HCV NS3 hel inh = blocks Hepatitis C virus NS3 helicase unwinding; AID 1800; NS3 helicase DNA unwinding, Cy5 molecular beacon fluorescence; hit rate 0.56% among 290,000; inhibition, % at 10.9 µM;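 active = inhibition above the mean of all tested compounds plus 3 SD, set per campaign, cut at about 35% in these data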;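 also: 0% = DMSO wells and 100% = thioflavine S control wells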
#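 assay system = NS3 helicase fragment of HCV | buffer or medium = MOPS pH 6.5, MgCl2, DTT, Tween20, BSA | timing = 60 min unwinding reaction at 25 °C after ATP addition | signal = Cy5 beacon fluorescence read at start and 1 h | read-out basis = % inhibition of unwinding | control set = low DMSO, high thioflavine S at 110 µM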
# * = called active by the depositor; x = no result given.
nr	structure	VIM-2 inh	IDE act	IMP-1 inh	IDE inh	FID counter	UBC9 SUMO inh	p-CIP stab down	PfM18AAP inh	HCV NS3 hel inh
1	COC(=O)c1cc2c(ccn2-c2ccc(F)cc2)n1Cc1ccc(OC(C)=O)cc1	-3.2	2	-4.4	3	-20	-3	-9	3	2
2	CC1(C)CC(=O)C(C(C2=C(O)CC(C)(C)CC2=O)c2ccc(Br)s2)C(=O)C1 (stereo unspecified)	-2.7	1	-1.2	-3	-11	6	-4	-3	-5
3	Cc1cnc(C(=O)OCC(=O)Nc2ccc(C)c(S(=O)(=O)N3CCCCC3)c2)cn1	-1.0	0	0.1	-3	-14	-10	-2	-3	-1
4	COC(=O)c1c(C)oc2c1cc(NS(=O)(=O)c1ccc(C(=O)O)cc1)c1ccccc12	0.3	-2	7.3*	3	-8	19	1	9	-7
5	CCOC(=O)CC(=O)CSc1nc(CC)c(C)cc1C#N	1.3	1	-0.7	0	1	37	-4	2	-2
6	O=C(NCC(=O)N(c1cccc(F)c1)C(C(=O)NC1CCCC1)c1ccncc1)c1cccs1 (stereo unspecified)	-2.1	2	-3.1	2	-32	23	-7	1	5
7	O=C(Cn1nnc(-c2ccccc2)n1)c1ccccc1	1.1	-2	0.0	4	-7	-8	1	-8	-6
8	COc1cccc(CN(C)C(=O)c2cc(COc3c(F)cccc3F)on2)c1	-2.8	5	-2.9	1	-26	14	-10	-5	-11
9	COc1cc(NC(=O)CN2C(=O)CN(C)C2=O)c(C)cc1[N+](=O)[O-]	-0.9	2	1.3	0	1	12	-2	1	-3
10	C=CCNC(=S)NNc1nc2sc3c(c2c(=O)[nH]1)CC(C)(C)OC3	-1.2	-3	-2.4	2	-11	-9	-4	34*	0
11	Cc1ncsc1CCSc1n[nH]c(=O)n1-c1ccccc1	1.2	-1	-0.2	5	-8	-4	-15	-10	-13
12	CSc1nc2ccc(NS(=O)(=O)c3ccc4c(c3)OCCO4)cc2s1	1.6	8	-1.5	-1	-6	-3	8	-8	-8
13	CCOC(=O)c1[nH]nc2c1C(=O)N(Cc1ccccc1)C2=O	-3.2	3	-3.7	-3	-5	-1	-9	1	4
14	NC(=O)[C@@H]1CC2(CC(c3cccc(NC(=O)CC(c4ccccc4)c4ccccc4)c3)=NO2)CN1C(=O)c1ccc(Cl)cc1 (stereo partly specified)	x	3	x	2	x	-12	-1	x	x
15	O=C(CNC(=O)c1ccccc1)OCC(=O)c1cccs1	-2.2	-3	-3.5	1	-4	-2	3	2	3
16	O=C(C[n+]1ccc(C(=O)N/N=C/c2ccc(Cl)cc2Cl)cc1)c1ccccc1	-6.3	-8	-4.6	8	2	20	-2	-11	7
17	CC1(C)CC(=O)C2=C(C1)N(Cc1cccnc1)C(=O)C2(NC(=O)c1cccnc1)C(F)(F)F (stereo unspecified)	-1.2	5	-2.4	-3	-2	21	-2	7	-4
18	CCc1nnc(NC(=O)CCC(=O)NCCc2ccc(OC)c(OC)c2)s1	-3.1	-1	-1.4	-3	-8	8	-3	-7	12
19	CCc1nc2cc(Cl)c(Cl)cc2nc1CC	-2.7	-1	-0.1	2	0	0	4	0	-10
20	Cc1nn(Cc2ccccc2)c(C)c1NC(=O)Cn1nc([N+](=O)[O-])c(Cl)c1C	-2.2	2	-3.2	-2	0	3	-11	-1	2
21	COc1ccccc1CNC(=O)CSc1nc2nc(C)cc(C)n2n1	0.7	-4	-0.2	6	-2	-4	-9	-8	-2
22	CCn1nnnc1SCCSc1nnnn1CC	-3.7	3	-4.1	0	-2	9	1	-2	14
23	CCCCNc1ccc(C(CC(N)=O)NC(=O)c2cc(C)cc(C)c2)cc1[N+](=O)[O-] (stereo unspecified)	-3.3	-3	-1.9	4	-19	4	-4	4	19
24	CC(OC(=O)c1cccs1)C(=O)NCc1cccs1 (stereo unspecified)	-1.9	3	-0.3	-1	0	5	-5	-5	0
25	CCCCOC(=O)Nc1nnc(Cc2ccc(Cl)cc2)s1	0.0	3	-2.2	8	-8	2	0	2	-4
26	CCC(c1nnc(SCC(=O)Nc2cc(S(C)(=O)=O)ccc2Cl)n1Cc1ccccc1)N(C)C (stereo unspecified)	-1.1	-5	-4.1	-2	-3	5	-6	-5	-15
27	Cc1ccc(F)c([C@H]2[C@@H]3C=CCC[C@@]3(C)C(=O)N2Cc2ccccc2)c1	x	6	x	-3	x	0	-10	x	x
28	CN1C(=O)C(CC(=O)NCCc2ccccc2)N(NC(=O)c2cccc(F)c2)C1=S (stereo unspecified)	-2.5	6	-2.3	-1	-15	12	2	3	7
29	Cc1oc2c(C)c(O)ccc2c(=O)c1-c1ccc2ccccc2n1	1.5	3	-0.7	0	-6	14	-1	-15	2
30	COc1cc2c(cc1OC)C(c1cc3cc4c(cc3[nH]c1=O)OCO4)N(C(=O)C(C)C)CC2 (stereo unspecified)	-1.6	0	-2.3	3	-26	-13	-40	-5	-5
31	CCc1nc(-c2ccc(OC)c(OC)c2)cc2cc(OC)c(OC)cc12	-3.4	4	-3.2	4	-7	4	4	1	-8
32	CCCN(CCC)CCNC(=O)C1c2ccccc2C(=O)N2CCc3ccccc3C12 (stereo unspecified)	-4.7	10	-1.8	-1	2	12	2	-1	2
33	Cc1cc(=O)nc2c3ccccc3n(CC(=O)NCCC3=CCCCC3)n12	-1.4	0	-3.1	5	-32	11	6	2	-2
34	CCn1c(NC(=O)c2cccs2)nc2ccccc21	-1.9	1	-1.7	-2	-13	32	-14	4	-5
35	Cc1ccccc1NC(=O)CSc1nc(N2CCCCC2)nc(N2CCCCC2)n1	-0.2	-3	-0.9	-9	0	18	-8	-6	2
36	CCOc1ccc(CCNC(=O)COC(=O)c2cc(OC)c(OC)c(OC)c2)cc1OCC	-2.5	x	-2.7	0	-29	5	-11	2	6
37	COc1cc(NC(=O)c2cc3sccc3n2C)cc(OC)c1	0.8	-1	6.4*	3	-8	9	-1	-8	-7
38	CCC(C)[C@H](N)c1nnc(SCc2cccc(F)c2)o1 (stereo partly specified)	-0.8	7	-0.1	-1	-2	9	-6	3	-1
39	N#Cc1c(NC(=O)c2ccccc2)sc2c1CCC2	-0.8	3	-2.7	3	-16	1	2	-19	25
40	O=C(CN1CCN(S(=O)(=O)c2ccc(Br)cc2)CC1)Nc1ccc(F)cc1	-2.2	2	-0.6	3	-23	12	-2	1	0
41	COc1cc(C)ccc1OCc1cc(C(=O)N2CCCCCC2)no1	-1.0	-5	-0.7	x	-36	-4	-6	-7	-4
42	Cc1cc(C)c2nc(-c3ccccn3)cc(C(=O)Nn3cnnc3)c2c1	-3.3	1	-2.5	0	-31	11	-12	44*	2
43	COc1cc(C(=O)ONC(=O)c2ccc(OC(F)F)cc2)cc(OC)c1OC	-2.6	0	-2.0	4	-4	9	-3	19	-12
44	COc1ccc(-c2cc(C#N)nc(NN)n2)cc1	-0.7	1	-2.8	-1	-6	-6	7	36*	7
45	CC(C)Oc1ccc(C(=O)OC(C)C(=O)Nc2nc(-c3cccc([N+](=O)[O-])c3)cs2)cc1 (stereo unspecified)	-3.0	4	-2.3	6	-1	-4	3	0	6
46	O=C(Nc1nnc(S(=O)(=O)N2CCCCCC2)s1)c1ccc(Cl)cc1	-6.7	3	-2.3	2	-6	18	-12	-3	0
47	Cc1ccc2c(CC(=O)OC(C)C(=O)NCc3ccc4c(c3)OCO4)coc2c1 (stereo unspecified)	-2.2	0	-3.6	1	-13	11	-2	11	-11
48	Cc1cc(Nc2ccccc2N2CCOCC2)n2ncnc2n1	-0.7	6	-2.5	2	-10	25	4	3	-2
49	Cc1cc(C(C)(C)C)oc1C(=O)N1CCN(C(=O)c2oc(C(C)(C)C)cc2C)CC1	-2.4	5	-0.5	x	-2	6	4	8	2
50	O=C(CCCSc1nc2ccccc2[nH]1)Nc1nnc(C2CC2)s1	-3.2	4	-3.3	-1	-4	6	-6	-6	5
51	COc1ccc(C2c3[nH]c4ccccc4c3CCN2C(=O)c2ccc(=O)n(C)n2)c(F)c1 (stereo unspecified)	1.1	-5	-0.9	1	-30	-1	6	2	-3
52	O=[N+]([O-])c1ccc(CN2CCN(Cc3c[nH]c4ccccc34)CC2)cc1	1.2	5	-0.8	3	29	12	7	-3	-9
53	CN1CCN(c2nc3c(c(=O)[nH]c(=O)n3C)n2CCCSc2ncccn2)CC1	1.5	6	-0.5	-4	-1	-12	-4	7	3
54	CCOC(=O)C(=O)NC(C)c1ccccc1 (stereo unspecified)	-1.4	-6	-2.1	-2	2	-2	5	0	-5
55	N=c1n(CCCOc2ccccc2Cl)c2ccccc2n1CC(N)=O	0.1	8	-1.6	1	19	6	-8	-8	-56
56	O=C(NCCN1CCCC1)c1ccc2c(c1)N(Cc1ccccc1)C(=O)c1ccccc1S2(=O)=O	-2.0	5	-1.1	2	27	12	-6	1	-18
57	CCOC(=O)N1CCC(NC(=O)c2oc3c(C)c(C)ccc3c2C)CC1	4.6	1	-0.2	-6	-60	5	-17	-1	-12
58	COc1ccc(S(=O)(=O)n2ccnc2C)c(C)c1C	1.3	2	-5.6	1	1	0	-10	3	0
59	COC(=O)/C=C1\NCCNC1=O	-4.3	6	-3.3	2	-1	15	0	-15	-10
60	CC(C)C(c1nnnn1Cc1ccccc1)N1CCC(C(N)=O)CC1 (stereo unspecified)	-1.5	3	-1.5	5	-6	12	-1	-3	0

# Gathered by group: the compounds so far with bromine
nr	structure	VIM-2 inh	IDE act	IMP-1 inh	IDE inh	FID counter	UBC9 SUMO inh	p-CIP stab down	PfM18AAP inh	HCV NS3 hel inh
2	CC1(C)CC(=O)C(C(C2=C(O)CC(C)(C)CC2=O)c2ccc(Br)s2)C(=O)C1 (stereo unspecified)	-2.7	1	-1.2	-3	-11	6	-4	-3	-5
40	O=C(CN1CCN(S(=O)(=O)c2ccc(Br)cc2)CC1)Nc1ccc(F)cc1	-2.2	2	-0.6	3	-23	12	-2	1	0

# (listing goes on)
nr	structure	VIM-2 inh	IDE act	IMP-1 inh	IDE inh	FID counter	UBC9 SUMO inh	p-CIP stab down	PfM18AAP inh	HCV NS3 hel inh
61	CN(C)CCSc1nc(N)c2c3c(sc2n1)COC(C)(C)C3	10*	-1	-3.6	-1	20	-12	-7	6	7
62	COC(=O)CSc1nnc(-c2ccco2)n1-c1ccc(C)cc1	0.4	5	6.0*	0	-17	12	4	4	8
63	Cc1cc(C)n2c3c(c(C#N)c2n1)CC(C)(C)OC3	-0.9	5	-2.9	2	0	25	-5	2	4
64	CCOC(=O)C(NC(C)=O)(Nc1ccc(S(=O)(=O)Nc2cc(C)nc(C)n2)cc1)C(F)(F)F (stereo unspecified)	-3.4	4	-2.9	2	-2	6	1	3	0
65	COc1ccc(NC(=O)C2OC3OC(C)(C)OC3C3OC(C)(C)OC23)cc1 (stereo unspecified)	-9.8	0	-2.3	6	-1	6	-16	1	2
66	NC(=O)c1nsc(C(=O)N(CC(=O)NCc2ccc3c(c2)OCO3)C2CCCCC2)c1N	-0.3	4	0.2	3	-34	20	-14	7	-11
67	CCOC(=O)Cc1csc(NC(=O)CCCc2ccccc2)n1	-5.6	4	-4.3	5	-13	19	-2	-12	6

# Assay outcomes deposited in PubChem BioAssay by several laboratories.
